Screens from PubChem BioAssay.
GRP78 ERSR act = inducers of ER stress response in human glioma cells. U87-MG GRP78 promoter luciferase reporter, 16 h. Potency, µM, for the others: at the highest dose activation, actives largely listed as activators. 0.02% of 420,000 active. AID 602332; also: potency is read from the fitted curve at half-maximal effect; series mostly up to about 76 µM; % of control where 0% means no effect; nearly all actives have a fitted effect of over 35% in size
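ERSR induction read as luciferase luminescence (Bright-Glo, 10 min at room temperature) in stably transfected human U87-MG glioma cells exposed to compounds for 16 h, using GRP78 as sensor.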
D2 agonist = D2 dopamine receptor (human) agonism; P14416; HEK293 T-REx D2 cells, calcium flux agonist mode; activation, % at 2 µM; 0.53% of 340,000 active;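 active = activation over 3 SD above normal in the single-dose calcium agonist read, cut at about 30% in these data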; also: 0% is about no effect
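HEK293 Trex D2 cells, tetracycline-induced, o/n 30 C 5% CO2; no-wash Ca dye, RT 30–90 min; 10-cycle baseline, 23 nl cpd added, kinetic Ca read 180 s; agonist hits = positive Ca response.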
D2 antag = antagonists of human D2 dopamine receptor | 2% of 340,000 active | HEK293 TREx D2 cells, calcium flux, dopamine EC80 | AID 485344 | inhibition, % at 10 µM | P14416; in the data active = inhibition above about 30%; also: 0% is about no effect
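Dopamine at EC80 is the agonist stimulus; test compounds precede it by 180 s. Calcium flux read kinetically in a force-coupled, inducible HEK293 T-REx D2 cell line.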
Vif-APOBEC3G blk = inhibitors of Vif-APOBEC3G interaction; Q9HC16; HeLa A3G-eYFP + Vif (tagged APOBEC3G with the HIV-1 protein that degrades it), YFP fluorescence, overnight; Potency, µM (series often up to 46.1 µM), inactives show top-dose activity, negative = active, actives largely listed as inhibitors; 0.076% of 410,000 active; AID 602310;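 also: potency is read from the fitted curve at half-maximal effect; % is scaled to controls: 0 for no effect and ±100 for the full control effect; nearly all actives have a fitted effect of over 60% in size; hits raise eYFP signal because A3G escapes Vif-driven loss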
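HeLa cells stably expressing Vif and C-terminally eYFP-tagged A3G, seeded overnight at 37 deg C, then exposed to compound by pintool overnight at 37 deg C. Rise in yellow fluorescence (Ex 488/Em 500-530, Acumen) marks blocked Vif-driven A3G degradation.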
RGS4 inhibitor = human RGS4 inhibition | P49798 | 0.039% of 390,000 active | AID 504845 | Transcreener GDP fluorescence polarization, RGS4-accelerated GTP hydrolysis | Potency, µM (titrated, usually from 114 µM), inactives show at the highest dose activity change, negative = inhibition, actives largely listed as inhibitors; also: potency is read from the fitted curve at half-maximal effect; % is scaled to controls: 0 for no effect and ±100 for the full control effect; nearly all actives have a fitted effect of over 75% in size; some results filed as inactive show a strong effect at the top dose
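MLSMR compounds (23 nl, pin-transferred) preincubated 10 min at room temperature with a 500nM (2x) first reagent, then RGS4 at 900nM (2x) plus Transcreener GDP mix added; fluorescence polarization (620/688 nm) read before and after 90 min at 30 °C.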
ALOX12 inh = blocks human arachidonate 12S-lipoxygenase; purified 12hLO, xylenol orange hydroperoxide absorbance; Potency, µM (titrated, usually from 108 µM), inactives show at the top dose activity change, negative = inhibition, actives largely listed as inhibitors; 1.1% of 580,000 active; AID 1671190; also: potency is read from the fitted curve at half-maximal effect; % is scaled to controls: 0 for no effect and ±100 for the full control effect
Target sequence (P18054 whole entry, looked up): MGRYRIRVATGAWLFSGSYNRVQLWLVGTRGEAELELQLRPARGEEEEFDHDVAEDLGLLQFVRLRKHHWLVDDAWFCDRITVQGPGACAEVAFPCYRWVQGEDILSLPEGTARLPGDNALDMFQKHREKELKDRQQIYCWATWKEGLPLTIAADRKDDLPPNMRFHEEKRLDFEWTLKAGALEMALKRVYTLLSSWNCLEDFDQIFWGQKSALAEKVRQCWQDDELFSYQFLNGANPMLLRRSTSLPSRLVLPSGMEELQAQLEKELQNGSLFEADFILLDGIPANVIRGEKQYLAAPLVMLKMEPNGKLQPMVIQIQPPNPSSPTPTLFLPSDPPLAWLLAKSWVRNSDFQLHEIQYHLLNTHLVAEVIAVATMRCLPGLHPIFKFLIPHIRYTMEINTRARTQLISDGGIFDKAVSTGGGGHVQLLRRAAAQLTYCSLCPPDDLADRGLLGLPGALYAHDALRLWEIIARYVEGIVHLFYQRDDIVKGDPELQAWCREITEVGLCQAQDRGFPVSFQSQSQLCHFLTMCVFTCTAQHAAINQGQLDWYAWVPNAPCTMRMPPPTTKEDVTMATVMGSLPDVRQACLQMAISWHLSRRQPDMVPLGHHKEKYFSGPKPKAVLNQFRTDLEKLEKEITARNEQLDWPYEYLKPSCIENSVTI
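Hydroperoxide product was detected by ferrous iron/xylenol orange as the 573 to 405 nm absorbance ratio. Arachidonic acid at 40 uM (final) was turned over for 30 min at room temperature by 150 nM human 12hLO, pH 7.0 Hepes buffer, after 15 min compound preincubation.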
Vif-A3F inh = inhibitors of Vif-A3F interaction. AID 602313. HeLa A3F-eYFP + Vif (tagged APOBEC3F with the HIV-1 protein that degrades it), YFP fluorescence increase. Potency, µM (series often up to 46.1 µM), without a hit: at the highest dose activity, negative = active. 0.2% of 390,000 active; also: potency is read from the fitted curve at half-maximal effect; % of control where 0% means no effect; nearly all actives have a fitted effect of over 65% in size
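HeLa cells stably expressing Vif plus C-terminally eYFP-tagged A3F were seeded, incubated overnight at 37 deg C, dosed with compound, incubated overnight again at 37 deg C. Yellow fluorescence (Ex 488/Em 500-530) reported blocked Vif-mediated A3F-eYFP degradation.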
LDHA inh = blocks human lactate dehydrogenase A; P00338; purified LDHA, NADH/diaphorase-resazurin fluorescence; hits give low values; activity change, % (values are at about 110 or 230 µM); 0.15% of 480,000 active; in the data active = activity change below about -30%; inconclusive = mostly about -25% to -30%;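 also: plate controls were DMSO wells for no effect and wells without enzyme for full effect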
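Remaining NADH was detected by diaphorase (0.133 mg/mL) converting 37 µM resazurin to fluorescent resorufin, read at 0 and 20 minutes. The preceding 5-minute room-temperature reaction used 2 nM LDHA, 0.2 mM sodium pyruvate and 0.06 mM NADH at pH 7.4.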
ERG Ets-DNA blk = blocks human ERG Ets domain binding to DNA; Potency, µM (highest dose often 76.9 µM), inactives show at the top dose FP activity, negative = inhibition, actives largely listed as inhibitors; fluorescence polarization, His-ERG Ets domain / labelled DNA; 0.028% of 370,000 active; active = well fitted inhibition curve with a large enough effect in the polarisation, with a control signal flat; inconclusive = small, poorly fitted or top-dose-only effect, or effect the other way, or a change in a side signal; inactive = no such curve, though single readings can be large or run the other way; the % refers to the polarisation;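 also: polarization taken with two DNA probes labelled with fluorescein and Texas red; potency is read from the fitted curve at half-maximal effect; % of control where 0% means no effect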
Target sequence (P11308 whole entry, looked up, the tested form may be a part): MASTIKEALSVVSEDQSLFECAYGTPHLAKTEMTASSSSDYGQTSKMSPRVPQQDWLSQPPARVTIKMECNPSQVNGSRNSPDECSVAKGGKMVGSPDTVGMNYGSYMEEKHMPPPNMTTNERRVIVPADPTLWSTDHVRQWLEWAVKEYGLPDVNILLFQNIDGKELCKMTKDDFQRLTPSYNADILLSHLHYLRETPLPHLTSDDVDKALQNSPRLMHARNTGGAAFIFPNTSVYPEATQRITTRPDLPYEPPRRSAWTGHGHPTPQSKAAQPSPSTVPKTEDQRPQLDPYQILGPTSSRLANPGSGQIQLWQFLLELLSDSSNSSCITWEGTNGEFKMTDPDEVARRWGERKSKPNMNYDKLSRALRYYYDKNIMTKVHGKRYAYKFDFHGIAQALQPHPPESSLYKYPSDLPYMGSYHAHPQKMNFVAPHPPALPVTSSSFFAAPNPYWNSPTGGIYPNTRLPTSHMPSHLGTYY
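His-tagged ERG Ets domain (1 uM in the protein solution; 300mM KCl, 50mM Tris-HCl, 1mM EDTA, 1mM DTT, pH 7.5) received compound, then a probe mix of 5 nM fluorescein-DNA and 100nM Texas-615-DNA. Fluorescence polarization was read for both dyes.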
* hit, by the source's call; ? = inconclusive; · = not tested or not shown; & = joins results of further samples; [ ] = remark or other dose. Unless noted, calls follow the shape of the dose curve; as a rule, active = well fitted curve in the direction sought with a large enough effect; inconclusive = small, poorly fitted or top-dose-only effect, or another doubt; inactive = no such curve, though single readings can be large; an effect the other way counts as inactive or inconclusive.

Each structure is followed by: GRP78 ERSR act	D2 agonist	D2 antag	Vif-APOBEC3G blk	RGS4 inhibitor	ALOX12 inh	Vif-A3F inh	LDHA inh	ERG Ets-DNA blk
- COc1ccc(NC(=O)c2ccc(CN3CCc4ccccc4C3)cc2)c(OC)c1
 : -5%	0.1	-13	-7%	-9%	0%	-12%	1	-11%
- CCOC(=O)C1(CCc2ccccc2)CCN(C(=O)CCc2cnccn2)CC1
 : 4%	1.0	-11	4%	-13%	0%	-10%	0	-13%
- CCOC(=O)C1CCCN(S(=O)(=O)c2cccc3cccnc23)C1 (stereo not given)
 : -3%	-0.8	-10	0%	-22%	-4%	3%	-2	-16%
- Nc1nnc(CC(=O)N/N=C\c2cc([N+](=O)[O-])ccc2O)s1
 : -2%	-0.2	5	0%	7%	-19%	-6%	5	-2%
- O=C(Cn1c(=O)oc2cc(S(=O)(=O)N3CCCCCC3)ccc21)Nc1cccc(C(F)(F)F)c1
 : -5%	0.4	·	-16%	18%	-30%	-26%	-20	3%
- CC(=O)Nc1ccc(NC(=O)C(C)OC(=O)/C=C/c2ccc3c(c2)OCO3)cc1 (stereo not given)
 : -4%	0.3	-9	-7%	-11%	?	-2%	-3	0%
- COc1ccc(C)cc1NC(=O)CCc1c(C)nn(-c2ccc(N3CCCCC3)nn2)c1C
 : 7%&0%	-0.7&0.8	-13	-1%&-3%	-6%[56.9 µM]	15%&-7%	1%&1%	-2&-3	-2%&1%
- Cc1cccc(C(=O)NC(=O)Nc2ccc(-c3cc(C(F)(F)F)nn3-c3ccccc3)cc2)c1
 : -4%	1.0	·	3%	7%	-14%	2%	0	3%
- C=CCNc1nc(Nc2ccc([N+](=O)[O-])cc2)nc(N2CCCC2)n1
 : 0%	·	·	1%	?	?	5%	-2	5%
- COc1ccc(C)cc1NC(=O)C(Cc1ccccc1)NS(=O)(=O)c1ccc(Br)s1 (stereo not given)
 : 2%	0.5	·	-16%	9%	-25%	-1%	-1	7%
- CC(=O)Nc1ccc(NC(=O)C(C)OC(=O)C2CCC2)cc1 (stereo not given)
 : -4%	0.7	0	5%	21%	16%	3%	-7	-16%
- CN(CC(O)COC(c1ccccc1)c1ccccc1)C1CCCCC1 (stereo not given)
 : -3%	2.2	1	4%	17%	5%	-10%	5	14%
- Cc1ccc(N2C(=O)c3cccc([N+](=O)[O-])c3C2=O)cc1C
 : -3%	-0.5	-20	0%	-31%	-1%	0%	-13	4%
- CCNS(=O)(=O)c1ccc(C(=O)Nc2ccccc2)cc1
 : -1%	0.1	-6	5%	0%	12%	-4%	-9	0%
- O=C(/C=C/c1ccco1)N/C(=C\c1ccccc1)C(=O)NCCc1nc2ccccc2[nH]1
 : -5%	1.2	-6	1%	-17%	?	-12%	-2	-11%

Entries above that contain nitrogen in an aromatic ring:
Each structure is followed by: GRP78 ERSR act	D2 agonist	D2 antag	Vif-APOBEC3G blk	RGS4 inhibitor	ALOX12 inh	Vif-A3F inh	LDHA inh	ERG Ets-DNA blk
- CCOC(=O)C1(CCc2ccccc2)CCN(C(=O)CCc2cnccn2)CC1
 : 4%	1.0	-11	4%	-13%	0%	-10%	0	-13%
- CCOC(=O)C1CCCN(S(=O)(=O)c2cccc3cccnc23)C1 (stereo not given)
 : -3%	-0.8	-10	0%	-22%	-4%	3%	-2	-16%
- Nc1nnc(CC(=O)N/N=C\c2cc([N+](=O)[O-])ccc2O)s1
 : -2%	-0.2	5	0%	7%	-19%	-6%	5	-2%
- O=C(Cn1c(=O)oc2cc(S(=O)(=O)N3CCCCCC3)ccc21)Nc1cccc(C(F)(F)F)c1
 : -5%	0.4	·	-16%	18%	-30%	-26%	-20	3%
- COc1ccc(C)cc1NC(=O)CCc1c(C)nn(-c2ccc(N3CCCCC3)nn2)c1C
 : 7%&0%	-0.7&0.8	-13	-1%&-3%	-6%[56.9 µM]	15%&-7%	1%&1%	-2&-3	-2%&1%
- Cc1cccc(C(=O)NC(=O)Nc2ccc(-c3cc(C(F)(F)F)nn3-c3ccccc3)cc2)c1
 : -4%	1.0	·	3%	7%	-14%	2%	0	3%
- C=CCNc1nc(Nc2ccc([N+](=O)[O-])cc2)nc(N2CCCC2)n1
 : 0%	·	·	1%	?	?	5%	-2	5%
- O=C(/C=C/c1ccco1)N/C(=C\c1ccccc1)C(=O)NCCc1nc2ccccc2[nH]1
 : -5%	1.2	-6	1%	-17%	?	-12%	-2	-11%

(list continues)
Each structure is followed by: GRP78 ERSR act	D2 agonist	D2 antag	Vif-APOBEC3G blk	RGS4 inhibitor	ALOX12 inh	Vif-A3F inh	LDHA inh	ERG Ets-DNA blk
- CC#CCCCC(=O)Nc1ccccc1C(=O)O
 : ?	-0.5	-16	1%	-22%	?	6%	-2	0%
- N=C1SCC(=O)N1c1ncc(Cc2ccc(F)cc2)s1
 : 3%	-0.1	-7	0%	-27%	0%	?	-5	-9%
- O=C(c1ccccc1)C1CN(c2ccccc2)CC1c1ccc(Cl)cc1 (stereo not given)
 : -3%	0.1	-9	1%	-11%	15%	4%	-4	7%
- CCn1c(C)nnc1SCC(=O)Nc1nccs1
 : 2%	0.4	7	0%	9%	-18%	-7%	-5	-6%
- CCOc1cc(/C=N/Nc2nnc(C)n2N)ccc1O
 : -7%	0.3	-6	-1%	-29%	?	8%	13	-1%
- COc1cccc(C2C(C(=O)c3sc(C)nc3C)=C(O)C(=O)N2CCN2CCOCC2)c1OC (stereo not given)
 : 1%	-1.3	2	0%	15%	?	0%	-7	3%
- CCOC(=O)C1(C)CCN1C(=O)c1ccc(Cl)cc1Cl (stereo not given)
 : -3%	·	·	-3%	·	11%	·	-5	·
- CCOc1ccccc1C(=O)NC(C(=O)OCn1nnc2ccccc2c1=O)C(C)C (stereo not given)
 : 0%	·	·	-1%	·	-14%	0%	-1	·
- CCC(C)N1C(=O)c2ccccc2C1C(=O)NC1CCCCCC1 (stereo not given)
 : -7%	0.2	-17	3%	-26%	18%	-12%	0	-1%
- COc1ccccc1NC(=S)N1CCN(Cc2ccccc2)CC1
 : -3%	0.9	5	-1%	-13%	-16%	-2%	-2	-3%
- Cc1cc2c(c(=O)n1CCN(C)C)C(c1ccc(Br)cc1)C(C#N)=C(N)O2 (stereo not given)
 : 0%	0.6	13	-7%	3%	?	7%	-4	-7%
- Cc1occc1C(=O)NNC(=S)Nc1ccccc1C(F)(F)F
 : -2%	1.1	1	0%	-24%	5%	-8%	-3	·
- S=c1[nH]nc(-c2ccccc2)n1/N=C/c1cccc(Cl)c1
 : 0%	0.0	-1	-7%	-43%	-21%	?	-5	1%
- Cc1ccc(C(CC(=O)O)NC(=O)c2ccc(S(=O)(=O)N3CC(C)OC(C)C3)cc2)cc1 (stereo not given)
 : -4%	-0.3	-6	1%	-4%	0%	1%	2	-6%
- CCN(CC(=O)NC1CCS(=O)(=O)C1)c1ccc(S(=O)(=O)N(CC)CC)cc1[N+](=O)[O-] (stereo not given)
 : -3%	·	·	0%	-3%	234%[activator]	3%	1	-1%
- Cc1ccccc1CN1CCN(Cc2cc3ccccc3o2)CC1CCO (stereo not given)
 : -5%	0.0	-27	1%	0%	7%	1%	-15	-6%
- CC(C)Oc1ccc(C(=O)CCN2CCCCC2)cc1
 : 0%	4.0	-23	-10%	?	-21%	-2%	-6	-4%
- O=C1CCc2ccccc2N1Cc1ccccc1
 : -4%	-3.6	-20	-3%	0%	-17%	-6%	-5	-3%
- CCOC(=O)c1ccc(NC(=O)CSc2nnc(-c3ccncc3)n2C)cc1
 : -1%	0.0	-1	2%	7%	0%	·	3	-10%
- O=C(CSc1nnc(-c2cccnc2)n1-c1ccccc1)N1CCN(c2ccc(F)cc2)CC1
 : -4%	0.3	24	1%	-32%	?	·	-2	-4%
- CC(C)N(C(=O)CSc1nnc(Cc2csc(Nc3ccccc3)n2)o1)C(C)C
 : -1%	1.9	-9	2%	-43%	-7%	2%	2	-3%
- CCOC(=O)CC(NC(=O)CCc1c(C)nc2ncnn2c1C)c1ccc(C)cc1 (stereo not given)
 : -6%&0%	0.3&-0.1	-10	-8%&3%	8%&-3%	1%&-14%	1%&3%	-2&4	-11%&-4%
- O=c1cc(CN2CCN(c3ccccc3F)CC2)c2cc3c(cc2o1)CCCC3
 : 0%	13	-11	0%	-4%	-2%	-1%	-2	5%
- O=C(O)CCn1cc(/C=C\C(=O)c2ccc(Cl)cc2)c(-c2cccc(Br)c2)n1
 : 5%	-0.6	0	-18%	?	?	-6%	-7	-1%
- COc1ccc(Cl)cc1NS(=O)(=O)c1cc(Br)cnc1N
 : -5%	0.6	-15	-6%	-25%	-15%	6%	-2	-9%
- COc1ccc([N+](=O)[O-])cc1NC(=O)C(C)OC(=O)c1cccnc1Cl (stereo not given)
 : -4%	-6.4	-15	0%	-10%	-2%	2%	-8	-8%

One compound at a time, as listed above:
O=c1cc(CN2CCN(c3ccccc3F)CC2)c2cc3c(cc2o1)CCCC3 is entered as GRP78 ERSR act: 0%; D2 agonist: 13; D2 antag: -11; Vif-APOBEC3G blk: 0%; RGS4 inhibitor: -4%; ALOX12 inh: -2%; Vif-A3F inh: -1%; LDHA inh: -2; ERG Ets-DNA blk: 5%
O=C1CCc2ccccc2N1Cc1ccccc1 is entered as GRP78 ERSR act: -4%; D2 agonist: -3.6; D2 antag: -20; Vif-APOBEC3G blk: -3%; RGS4 inhibitor: 0%; ALOX12 inh: -17%; Vif-A3F inh: -6%; LDHA inh: -5; ERG Ets-DNA blk: -3%

A portion of the library (hit frequency here may not be typical).
